yeast mlh1 rad18: NCI yeast anticancer drug screen, S. cerevisiae mlh1 rad18 strain; 11% of 79,000 active; % growth inhibition at 50 µM;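 note: 0% = growth of vehicle-only cultures of the same strain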
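Vehicle-treated cultures served as the reference for growth inhibition in a yeast strain carrying DNA damage repair alterations exposed to each compound.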
rad50: NCI yeast anticancer drug screen, S. cerevisiae rad50 strain. % growth inhibition at 50 µM. 10% of 79,000 active;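 note: 0% = growth of vehicle-only cultures of the same strain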
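DNA repair mutant yeast, compound exposure, growth read-out; inhibition is taken relative to vehicle.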
sgs1 mgt1: NCI yeast anticancer drug screen, S. cerevisiae sgs1 mgt1 strain | 10% of 78,000 active | growth inhibition, % at 50 µM;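 note: 0% = growth of vehicle-only cultures of the same strain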
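Yeast cells carrying a defined DNA-repair defect were exposed to test compounds. Growth inhibition was measured relative to vehicle-treated controls.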
yeast mec2-1: NCI yeast anticancer drug screen, S. cerevisiae mec2-1 strain; AID 157; growth inhibition, % at 50 µM; 9% of 79,000 active;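 note: 0% = growth of vehicle-only cultures of the same strain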
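Using mec2-1 yeast: add compound, measure growth, express inhibition versus vehicle-treated cultures.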
bub3: NCI yeast anticancer drug screen, S. cerevisiae bub3 mutant strain; growth inhibition, % at 50 µM; 9.9% of 78,000 active;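 note: 0% = growth of vehicle-only cultures of the same strain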
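Compounds were applied to a genetically altered yeast strain carrying a cell-cycle control defect. Growth inhibition was scored against vehicle-treated controls.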
cln2 rad14: NCI yeast anticancer drug screen, S. cerevisiae cln2 rad14 strain; AID 165; 8.3% of 78,000 active; growth inhibition, % at 50 µM;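 note: 0% = growth of vehicle-only cultures of the same strain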
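Test compounds were added to cln2 rad14 yeast cultures; inhibition of growth was then determined by comparison with vehicle treatment.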
Active calls of the source: *; x = not tested or not shown; & = joins results of further samples. Cut-off read from the data, not from the text of the source: active = growth inhibition above about 70%; inactive = the rest.

SMILES	yeast mlh1 rad18	rad50	sgs1 mgt1	yeast mec2-1	bub3	cln2 rad14
CC1=NN(C(=O)CC(=O)Nc2cccc(C)c2)C(=O)C1N=Nc1ccc(S(=O)(=O)c2ccc(N=NC3C(=O)N(C(=O)CC(=O)Nc4cccc(C)c4)N=C3C)cc2)cc1 (centres undefined)	6	33	12	8	-26	3
NCC(O)CC(=O)O (centres undefined)	7	-6	-30	-2	14	-2
CC1=NN(c2ccccc2)C(=O)C1N=Nc1ccc(Br)cc1C (centres undefined)	13	-13	7	0	-2	-4
CC(CN(CCNc1ccccc1)c1ccccc1)c1ccccc1 (centres undefined)	45	12	20	30	12	-16
N.N.N.N.N.O=C([O-])c1nn[n-]n1.[Cl-].[Co+3]	-8	-1	7	-1	4	23
N#C/C(=C/n1c(=S)[nH]c2ccc([N+](=O)[O-])cc21)c1ccc([N+](=O)[O-])cc1	-35	-33	-6	-18	-24	9
COc1ccc(C=NC2C(O)OC(CO)C(O)C2O)cc1 (centres undefined)	-8	-4	4	3	15	30
CC(=O)OCC(OC(C)=O)C(OC(C)=O)C1OCOC2COCOC21 (centres undefined)	-1	-6	2	-8	-5	-15
CN1CCN(C(=S)C(O)(c2ccccc2)c2ccccc2)CC1	-9	2	-2	-2	16	1
CC(C)(C)C[N+](C)(C)C	-2	-5	14	-2	10	-4
COC(=O)c1cc2ccccc2c2nc3ccccc3c(Cl)c12	-31	-22	-17	0	-14	-5
O=C(Nc1cccc(I)c1)OCCCl	57	80*	87*	8	-8	0
[O]=[W](=[O])([OH])[OH]	-18	-11	-15	-13	-12	12
COC(=O)c1cc(=O)n2cnc3c(ncn3C3OC(CO)C(O)C3O)c2c1 (centres undefined)	-24	25	1	-11	-6	-20
COc1ccccc1/C=C1\CCNC1=O	-5	-9	-17	-8	-8	-20
Cc1ccc(S(=O)(=O)NCCCc2c(C)nc(N)n(Cc3cccc([N+](=O)[O-])c3)c2=O)cc1	37	24	-7	-18	-3	-16
CCCCNC(=S)Nc1c(N)n(C)c(=O)n(C)c1=O	-9	-20	-3	-1	-11	-33
CN1C(=O)NC(=O)C12CCNCC2	13	12	2	11	15	-3
O=C1OCC/C1=C\c1cccc2ccccc12	6	5	-3	2	-5	12
O=C1c2cccc3cccc(c23)C(=O)N1CCO	33	51	40	22	16	18
Cc1cc(S(=O)(=O)O)ccc1Cl	-32	-27	-19	-8	0	-39
Nc1nc(N)c2c(Cl)c(CNc3ccc(Cl)c(Cl)c3)ccc2n1	x	88*	91*	91*	90*	90*
CCOC(=O)c1cc(CC)[nH]c(=O)c1C#N	2	-19	-11	8	5	-33
CCOc1c(N=Nc2ccccc2OC)c(C)nn1C(=S)S	98*	98*	98*	98*	98*	98*
Cc1ccc(C)c(N2C(=O)C(=O)C(c3nc4ccccc4o3)C(=O)C2=O)c1	99*	99*	96*	99*	99*	99*
CN1CCC(CSC(=O)C(O)(c2ccccc2)C2CCCCC2)C1 (centres undefined)	35	41	43	19	40	20
COc1ccc(Cl)cc1NC(=O)C(Br)C(Br)c1ccccc1 (centres undefined)	6	-21	5	-5	1	43
CC(=O)Nc1ccc(-c2nnc(SCC(=O)Nc3cccc(C)c3)o2)cc1	-8	5	32	15	10	24
COc1ccccc1Nc1nc(SC)ncc1SC	92*	95*	94*	96*	98*	42
Cc1c(C)c(CSC#N)c(C)c(C)c1CSC#N	9	54	-10	-14	8	-2
O=C1C(c2[nH]c3ccc(F)cc3c2O)=Nc2ccc(F)cc21	19	9	23	11	0	9
COc1cccc(C2c3cc4c(cc3OC(C)(N3CCCC3)C2C)OCO4)c1O (centres undefined)	-17	-14	-9	2	-8	-26
CC(O)C1CCCC1 (centres undefined)	0	32	-25	-18	8	0
O=c1c2ccccc2nc(-c2ccccc2)n1-c1cc(C(F)(F)F)cc(C(F)(F)F)c1	6	-20	8	-23	4	11
COc1ccc(CC(=O)OCCBr)cc1OC	-1	-13	-7	-18	15	-15
CC1CCS(=O)(=O)C1 (centres undefined)	-10	-13	-36	-23	-8	7
CCCCCCCCCCCCCCOCCCCCCCCCCCCCC	-21	-34	-28	-37	-17	3
C/C(C=O)=C\c1ccc(F)cc1	-3	9	-28	-5	-15	2
CCCCCCCCCCCCCCCC[Si](c1ccccc1)(c1ccccc1)c1ccccc1	8	12	25	13	-1	23
Cc1ccc(S(=O)(=O)N(N)CCC#N)cc1	15	7	15	5	-10	-24
CC(=O)OC1CCC2(C)C(C1)CC(OC(C)=O)C1C2CC(OC(C)=O)C2(C)C(C(C)CC=C(c3ccccc3)c3ccccc3)CCC12 (centres undefined)	8	0	-4	12	-40	-14
CC(=O)NNc1nc(C)c(C(/C=C/c2ccc(/C=C/C(=N\NC(=O)c3ccncc3)c3sc(NNC(C)=O)nc3C)cc2)=N/NC(=O)c2ccncc2)s1	-13	-17	-9	-7	1	13
O=C(O)c1cc([N+](=O)[O-])ccc1Nc1ccccc1	-6&18	-10&11	-3&-7	-12&0	-4&19	-29&32
CN(C)S(=O)(=O)C(CO)c1ccccc1 (centres undefined)	10	6	7	13	-5	3
COc1ccc(C2SCC(=O)N2c2ccc(-n3c(-c4ccccc4)nc4ccccc4c3=O)cc2)cc1OC (centres undefined)	11	-4	2	-12	26	15
C/C(=N/O)c1ccc(O)c(O)c1O	-13	13	-2	26	8	-18
Nc1nc(N)c2nc(-c3ccc(O)cc3)c(-c3ccc(O)cc3)nc2n1	-14	-16	0	-4	8	51
NCCCc1c(-c2ccccc2)nc(N)[nH]c1=O	-3	-3	-35	-15	-58	-28
CC1C=NNC1=O (centres undefined)	4	20	24	-31	0	3
CC1CN(CC2CCCCCCCCCCC2=O)CC(C)O1 (centres undefined)	70	74*	84*	66	76*	60
(continued)
SMILES	yeast mlh1 rad18	rad50	sgs1 mgt1	yeast mec2-1	bub3	cln2 rad14
O=C(/C(=C(\C(=O)c1ccccc1)c1ccccc1)c1ccccc1)c1ccccc1	8	0	-3	-3	12	-22
CC(N)(C(=O)O)c1ccc(Cl)cc1 (centres undefined)	-9	13	-12	-4	7	-38
CCc1cc2c(cc1C(C)=O)C(C)(C)CCC2	99*	98*	98*	99*	99*	93*
COC(=O)c1cc(=O)n(-c2ccc3nn(C)nc3c2)cc1C(=O)OC	17	24	38	3	32	-3
O=C(Nc1cccc2ccccc12)OCC1CCc2ccccc2C1 (centres undefined)	31	13	54	23	72*	9
O=C(OC1CCCCC1)c1cccnc1	-2	4	-15	-7	18	1
O=c1oc2ccccc2c(O)c1C(c1cc(OCc2ccccc2)cc(OCc2ccccc2)c1)c1c(O)c2ccccc2oc1=O	-17	-12	-2	-3	-12	-19
CC(=O)/C=C(O)/C=C/c1ccccc1	13	-1	-13	5	15	9
Cc1cc(N)c2cc(NC(=O)Nc3ccc4nc(C)cc(N)c4c3)ccc2n1	99*	99*	99*	99*	99*	95*
COc1cc(C2CC(C)(N3CCOCC3)Oc3cc4c(cc32)OCO4)cc(OC)c1OC (centres undefined)	-12	-19	0	-10	-1	-19
COc1ccc(/C=C2\S/C(=N/Nc3nc(-c4ccccc4)cs3)NC2=O)cc1OC	98*	95*	96*	96*	98*	91*
COC(=O)/C=C(\C(=O)OC)C1C(=O)Oc2c(C)c(=O)c3ccccc3n21 (centres undefined)	-7	-38	6	-61	17	-4
COc1ccc(C(=O)OCc2ccccc2CN2CCOCC2)cc1	-26	1	-8	12	-5	30
CC(Oc1ccc(OCC2CCCCC2)cc1)C(N)=O (centres undefined)	-42	-60	-42	-31	-73	-27
COc1cc2c(cc1OC)c1c(OC)c(OC)cc3c1c1c2sc(=S)n1CC3	99*	93*	96*	97*	95*	94*
O=C1C=C(C2OC(CI)C(O)C2O)C(=O)N1 (centres undefined)	-2	0	12	23	23	-14
COCOCCC1C=CCC2C(=O)C=C(OC)C(O)C12C (centres undefined)	12	-3	1	4	10	35
Cc1cc(N)c(NCC(O)C(O)C(O)CO)cc1C (centres undefined)	16	7	x	-15	x	x
OC(c1ccccc1)(c1ccccc1)C1CC1	11	6	2	-7	-19	7
Cc1cccc(C)c1N=Nc1c(C)nc(N)nc1-c1ccccc1	95*	97*	96*	96*	96*	94*
COc1ccccc1NC(=O)Cc1nc(=O)[nH]c(=O)[nH]1	-10	-13	4	-38	-5	0
OCc1ccc(Cl)c(Cl)c1	3	-4	0	-12	3	8
COC(CN(C(C)=O)C1CCC2(SCCS2)c2[nH]c3ccccc3c21)OC (centres undefined)	-2	-3	7	-16	-10	17
CC(=O)Oc1ccc(OC(C)=O)c2c1C(=O)c1ccccc1C2=O	-6	24	0	-5	5	15
O=C1OC(=O)C2CCC12 (centres undefined)	18	14	4	-10	12	2
Cc1cc(C2=CSC3=NCCN23)ccc1Cl	11	-17	5	-12	8	4
O=C(NCCCCC(NC(=O)c1ccccc1)C(=O)O)c1ccccc1 (centres undefined)	-4	-25	-10	-12	5	-36
Cc1ccc(C(=O)O/N=C2/CCC/C2=C\c2ccccc2)cc1	65	24	66	27	7	57
CSc1nc(N)c(NS(=O)(=O)c2ccc([N+](=O)[O-])cc2)c(=O)[nH]1	14	4	6	-8	10	-4
Nc1ncnc2c1c(-c1nnc(-c3ccccc3)c(-c3ccccc3)n1)cn2C1OC(CO)C(O)C1O (centres undefined)	10	44	38	-3	-4	-13
CC1CCc2c(nc(C#N)c(=N)n2O)C1 (centres undefined)	-7	8	7	-3	-12	-40
CCOc1ccc(NC(=S)N(C)C)cc1	-13	-7	x	-9	x	x
CC(C)(Cc1ccccc1)NC1=NCCO1	-3	-32	-18	-19	-12	-6
Cc1c2ccccc2c(CO)c2cc(F)c3ccccc3c12	93*	72*	84*	34	85*	32
C/C=C\c1ccc2oc(-c3ccc4c(c3)OCO4)c(C)c2c1	-11	3	6	10	-5	-58
COc1ccccc1NC(=O)/C(=C\N1C(=O)CC(=O)NC1=S)C(C)=O	-36	-49	-42	-30	-21	-9
CCCC(=O)OC1C(C2COC(C)(C)O2)OC2OC(C)(C)OC21 (centres undefined)	-1	6	26	2	11	23
Cc1ccnc2[nH]c(-c3cccc(Cl)c3)cc(=O)c12	-59	-23	-41	-19	-25	-33
CC12CC(=O)Nc3ccccc3N1C(c1ccccc1)=NO2 (centres undefined)	-7	-12	-7	-29	-15	3
CC1(C)C/C(=C\c2cccc(Cl)c2)C(=O)c2ccccc21	7	12	-1	17	-6	-13

Some of the entries above in another layout:
molecule,yeast mlh1 rad18,rad50,sgs1 mgt1,yeast mec2-1,bub3,cln2 rad14
O=C1OC(=O)C2CCC12 (centres undefined),18,14,4,-10,12,2
Cc1cc(C2=CSC3=NCCN23)ccc1Cl,11,-17,5,-12,8,4
O=C(NCCCCC(NC(=O)c1ccccc1)C(=O)O)c1ccccc1 (centres undefined),-4,-25,-10,-12,5,-36
Cc1ccc(C(=O)O/N=C2/CCC/C2=C\c2ccccc2)cc1,65,24,66,27,7,57
CSc1nc(N)c(NS(=O)(=O)c2ccc([N+](=O)[O-])cc2)c(=O)[nH]1,14,4,6,-8,10,-4
Nc1ncnc2c1c(-c1nnc(-c3ccccc3)c(-c3ccccc3)n1)cn2C1OC(CO)C(O)C1O (centres undefined),10,44,38,-3,-4,-13
CC1CCc2c(nc(C#N)c(=N)n2O)C1 (centres undefined),-7,8,7,-3,-12,-40
CCOc1ccc(NC(=S)N(C)C)cc1,-13,-7,x,-9,x,x
CC(C)(Cc1ccccc1)NC1=NCCO1,-3,-32,-18,-19,-12,-6
Cc1c2ccccc2c(CO)c2cc(F)c3ccccc3c12,93*,72*,84*,34,85*,32
C/C=C\c1ccc2oc(-c3ccc4c(c3)OCO4)c(C)c2c1,-11,3,6,10,-5,-58
COc1ccccc1NC(=O)/C(=C\N1C(=O)CC(=O)NC1=S)C(C)=O,-36,-49,-42,-30,-21,-9
CCCC(=O)OC1C(C2COC(C)(C)O2)OC2OC(C)(C)OC21 (centres undefined),-1,6,26,2,11,23

More structures.
SMILES	yeast mlh1 rad18	rad50	sgs1 mgt1	yeast mec2-1	bub3	cln2 rad14
Cc1ccc2c(c1)CC1(C2)Cc2ccc(C)cc2C1=O (centres undefined)	44	25	54	18	65	21
Cc1ccc(CSCc2c(CSCc3ccc(C)cc3)c(CSCc3ccc(C)cc3)c(CSCc3ccc(C)cc3)c(CSCc3ccc(C)cc3)c2CSCc2ccc(C)cc2)cc1	7	-6	6	1	2	30
C/C=N\N1C(=O)c2ccccc2C1=O	15	12	14	14	19	9
COc1cc(C=O)ccc1OC(=O)Nc1cc([N+](=O)[O-])ccc1Cl	-5	0	-9	19	32	0
COC(=O)/C(=N/NC(N)=O)C(C(=O)OC)C(=O)C(=O)Nc1ccc(Cl)cc1 (centres undefined)	-35	1	-17	-22	-14	14
O=C(O)c1ccc([N+](=O)[O-])o1	71*	61	71*	25	38	18
O=C(OCC(Br)C(Br)c1ccccc1)c1ccccc1 (centres undefined)	-28	-13	-2	-13	74*	-1
N#CCCC1(CCC#N)CCCC(CCC#N)(CCC#N)C1=O	11	2	2	8	17	-52

Assay outcomes (PubChem BioAssay)
